Cl transport mod = KCC2 cotransporter modulators, thallium flux, primary screen, cell-based, HEK293 KCC2, FluoZin-2 fluorescence, MLSMR; Solute carrier family 12 member 5 (Homo sapiens), Q9H2X9; KCC2 cells, thallium flux FluoZin-2 fluorescence; B-score of Tl+ flux slope (higher = more flux/activation; lower = inhibition) at 10 µM; actives 2.2% (n = 190,000);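 active = thallium flux slope and its plate-corrected score both differing from the plate sample mean at a set confidence after two filtering rounds, in either direction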;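 also: slope of fluorescence scaled to starting intensity during 10 to 20 s after thallium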
KLK5 inh = human KLK5 protease inhibitors, primary screen, biochemical, 1536-well. actives 0.59% (n = 210,000). recombinant hK5, fluorogenic AMC substrate cleavage. inhibition, % at 5 µM;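 active = inhibition of 40% or more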;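 also: 0% = enzyme controls without compound and 100% = no-enzyme blanks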
Target sequence (Q9Y337 67-293 limits assumed): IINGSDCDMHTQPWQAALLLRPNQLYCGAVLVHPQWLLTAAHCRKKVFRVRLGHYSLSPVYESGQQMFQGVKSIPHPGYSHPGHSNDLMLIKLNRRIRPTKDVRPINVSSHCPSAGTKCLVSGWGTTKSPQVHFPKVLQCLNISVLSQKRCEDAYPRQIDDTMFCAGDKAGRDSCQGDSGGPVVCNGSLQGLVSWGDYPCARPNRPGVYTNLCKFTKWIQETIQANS
Rad51 HR inh = human RAD51 strand exchange inhibitors, primary screen, biochemical, fluorescence; DNA repair protein RAD51 homolog 1 (Homo sapiens), Q06609; hRad51 DNA strand exchange, fluorescence dequenching; inhibition, % at 10 µM; actives 0.085% (n = 200,000); AID 1385, 2008;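 active = inhibition above 40% at the single screening dose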;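 also: 0% = DMSO control wells and 100% = blanks with heterologous ssDNA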
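Material: hRad51 filaments on single-stranded DNA; Reagent: Donor/quencher-labelled 47-bp dsDNA substrate; Compound: 10 µM final, single point; Schedule: 37 °C 15-min filament assembly, 30-min compound preincubation, 15-min exchange; Technique: FRET fluorescence, excitation 485 nm, emission 520 nm; Benchmarks: control wells and blank wells on each plate.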
Furin inh = human furin inhibitors, primary screen, biochemical, fluorescence intensity; actives 0.061% (n = 220,000); P09958; inhibition, % at 30 µM; purified furin, fluorogenic substrate cleavage; in the data active = inhibition above about 25%; also: inactives centre near -15
Target sequence (P09958 108-714 limits assumed): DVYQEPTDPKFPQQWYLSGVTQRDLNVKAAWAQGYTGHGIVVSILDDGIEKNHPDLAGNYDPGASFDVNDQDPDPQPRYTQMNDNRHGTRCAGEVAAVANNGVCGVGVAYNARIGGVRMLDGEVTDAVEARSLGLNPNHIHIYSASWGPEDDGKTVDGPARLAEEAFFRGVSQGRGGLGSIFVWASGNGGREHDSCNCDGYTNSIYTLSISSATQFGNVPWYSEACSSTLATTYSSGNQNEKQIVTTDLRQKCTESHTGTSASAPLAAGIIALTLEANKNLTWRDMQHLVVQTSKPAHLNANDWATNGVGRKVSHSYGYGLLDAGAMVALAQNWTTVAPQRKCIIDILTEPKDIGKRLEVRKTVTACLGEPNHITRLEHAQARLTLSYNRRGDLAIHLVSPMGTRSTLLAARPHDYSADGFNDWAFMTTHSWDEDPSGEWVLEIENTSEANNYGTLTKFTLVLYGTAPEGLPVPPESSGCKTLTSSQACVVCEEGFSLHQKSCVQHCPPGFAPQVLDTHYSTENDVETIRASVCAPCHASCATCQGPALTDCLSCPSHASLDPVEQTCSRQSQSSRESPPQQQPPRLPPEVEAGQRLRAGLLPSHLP
FXIa inh = human FXIa protease inhibitors, primary screen, biochemical, 1536-well | Coagulation factor XI (Homo sapiens), P03951 | purified FXIa, Boc-Glu-Ala-Arg-AMC fluorogenic substrate | inhibition, % at 5 µM | actives 0.14% (n = 220,000) | AID 798, 2007;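 active = inhibition of at least 40%; inactive = inhibition below 40%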;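 also: fluorescence of freed AMC excited at 355 nm; 0% = enzyme without compound and 100% = no enzyme blank; many of its hits are not listed in these tables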
thrombin 1536 = human alpha-thrombin inhibitors, primary screen, counter-screen for coagulation protease inhibitor project, biochemical, 1536-well, fluorogenic AMC substrate. inhibition, % at 5 µM. Prothrombin (Homo sapiens), P00734. actives 0.26% (n = 220,000). Boc-VPR-AMC fluorogenic substrate cleavage. AID 1046, 2008;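 active = inhibition at or above 40%; inactive = inhibition below 40%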;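 also: 0% = enzyme with no compound and 100% = wells without enzyme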
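System – human alpha-thrombin protein · Reagent – Boc-VPR-AMC substrate, 15 µM final · Compound – 5 µM single dose in 0.2% DMSO · Schedule – reaction at room temperature · Technique – AMC fluorescence at 355 nm excitation and 460 nm emission · Read-out basis – % inhibition relative to enzyme controls and enzyme-free blanks · Control set – no-compound enzyme wells and no-enzyme blanks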
m-calpain inh = inhibitors of pig calpain II, primary screen, biochemical, fluorogenic peptide substrate, 1536-well | purified calpain II, 30 min | inhibition, % at 16 µM | actives 0.37% (n = 220,000) | AID 1236, 2008;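 active = inhibition above about 50%, limit read from the data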
PERK inh = block of dimerizer-induced PERK translation repression, primary screen, PERK inhibitor project, CHO PERK-DD cells, SEAP luminescence, HTS; Eukaryotic translation initiation factor 2-alpha kinase 3 (Homo sapiens), Q9NZJ5; CHO PERK-DD fusion, SEAP luminescence translation reporter; inhibition, % at 5.6 µM; actives 0.17% (n = 220,000); AID 1416, 2008;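 active = inhibition above the mean inhibition of all tested compounds plus 3 SD, set separately per screening campaign, cut at about 2.9% in these data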;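 also: PERK kinase domain activated by AP20187 dimerizer at 100 nM; 0% = DMSO with dimerizer and 100% = rapamycin at 8.4 µM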
FXIIa inh = human FXIIa protease inhibitors, primary screen, biochemical, 1536-well; inhibition, % at 5 µM; purified FXIIa, Boc-QGR-AMC fluorogenic substrate, 2 h; actives 0.3% (n = 220,000); Coagulation factor XII (Homo sapiens), P00748; in the data active = inhibition above about 40%;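 also: 0% = enzyme with no compound and 100% = blank without enzyme; many of its hits are not listed in these tables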
Numbers without * were called inactive; . = not tested or not shown; & = joins results of further samples; [ ] = dose if it differs, or a comment.

SMILES	Cl transport mod	KLK5 inh	Rad51 HR inh	Furin inh	FXIa inh	thrombin 1536	m-calpain inh	PERK inh	FXIIa inh
C=CCc1ccccc1OCCSc1nc2ccc([N+](=O)[O-])cc2s1	0.31	-3	-5	-20	2	-6	26	0.3	-1
C/C(=N/NC(=O)c1ccncc1)c1c[nH]c2ccccc12	-2.2	-3	5	-7	-3	-11	-1	1.7	1
CCSc1nnc(NC(=O)COc2ccc(Cl)cc2)s1	-0.38	-2	12	-14	-2	2	-7	-0.2	9
Cc1cc(S(=O)(=O)N2CCN(C(=O)CCC(=O)N3CCOCC3)CC2)ccc1Br	-0.62	8	1	-30	4	3	-17	0.5	12
COC(=O)c1nc2ccccc2s1	-0.015	-4	-2	-22[20 µM]	4	-8	-7	0.7	13
Fc1ccc(CSc2ncnc3c2oc2ccccc23)cc1	0.15	-1	.	4	7	1	-12	1.7	11
COc1cc(/C=N/N2C(=O)c3ccccc3C2=O)ccc1O	0.82	0	-2	-3	6	-1	26	0.3	8
COc1ccc(O)c(C=Nc2cc(C)on2)c1	-0.7	-16	5	-26	-1	-11	-36	0.3	11
COC(=O)c1sccc1-c1ccc(/C=N/OC(=O)c2ccccc2)o1	0.24	-4	-18	-17[20 µM]	2	-1	-305	0.6	16
CS(=O)(=O)N(Cc1ccc(C(=O)NCCSCc2ccco2)cc1)c1ccccc1	.	-27	-8	-18[20 µM]	-4	-2	-24	-2.9	9
O=C(CSCc1ccccc1)NCCCN1CCOCC1	-0.75	.	2	-28	-8	-8	10	0.1	4
COc1c(C)cc(S(=O)(=O)N2CCCC2)c(C)c1C	.	8	.	-26[20 µM]	-15	1	-12	0.3	18

Five compounds drawn at random from the list so far:
SMILES	Cl transport mod	KLK5 inh	Rad51 HR inh	Furin inh	FXIa inh	thrombin 1536	m-calpain inh	PERK inh	FXIIa inh
COc1c(C)cc(S(=O)(=O)N2CCCC2)c(C)c1C	.	8	.	-26[20 µM]	-15	1	-12	0.3	18
Fc1ccc(CSc2ncnc3c2oc2ccccc23)cc1	0.15	-1	.	4	7	1	-12	1.7	11
COC(=O)c1sccc1-c1ccc(/C=N/OC(=O)c2ccccc2)o1	0.24	-4	-18	-17[20 µM]	2	-1	-305	0.6	16
O=C(CSCc1ccccc1)NCCCN1CCOCC1	-0.75	.	2	-28	-8	-8	10	0.1	4
COc1ccc(O)c(C=Nc2cc(C)on2)c1	-0.7	-16	5	-26	-1	-11	-36	0.3	11

A stretch taken from the entries so far, for reference:
SMILES	Cl transport mod	KLK5 inh	Rad51 HR inh	Furin inh	FXIa inh	thrombin 1536	m-calpain inh	PERK inh	FXIIa inh
C=CCc1ccccc1OCCSc1nc2ccc([N+](=O)[O-])cc2s1	0.31	-3	-5	-20	2	-6	26	0.3	-1
C/C(=N/NC(=O)c1ccncc1)c1c[nH]c2ccccc12	-2.2	-3	5	-7	-3	-11	-1	1.7	1
CCSc1nnc(NC(=O)COc2ccc(Cl)cc2)s1	-0.38	-2	12	-14	-2	2	-7	-0.2	9
Cc1cc(S(=O)(=O)N2CCN(C(=O)CCC(=O)N3CCOCC3)CC2)ccc1Br	-0.62	8	1	-30	4	3	-17	0.5	12

The listing continues.
SMILES	Cl transport mod	KLK5 inh	Rad51 HR inh	Furin inh	FXIa inh	thrombin 1536	m-calpain inh	PERK inh	FXIIa inh
COc1ccc(C(=O)NCC(=O)N/N=C/c2cn[nH]c2-c2ccccc2)cc1	-1.1	0	27	-23	-1	6	17	1.6	8
Cc1cccc(C)c1OCCSc1n[nH]c(N)n1	-0.14	-1	-16	-1[20 µM]	2	-3	-25	-0.3	1
CCOc1cc(C(=O)OCC(=O)c2c(N)n(C)c(=O)n(C)c2=O)cc(OCC)c1OCC	.	11	-1	-16[20 µM]	-9	5	-6	0.1	16
CC(NC(=O)Cc1ccccc1[N+](=O)[O-])c1ccccc1 (stereo not drawn)	-0.57	25	2	-22	20	19	32	0.1	13
CCOCC(=O)Nc1cc(C(=O)Nc2ccccc2)ccc1Cl	-0.41	-15	-2	-16[20 µM]	-9	-4	18	-0.1	2
O=C(CCn1nnc(-c2cccs2)n1)NC1CCCCC1	.	-17	1	-25	-6	-5	5	0.4	2
Cc1ccc2nc(N3CCN(c4ccccc4F)CC3)c(C=O)c(=O)n2c1	-0.54	.	.	-22	3	3	-11	0.5	17
CC(C)(C)NC(=O)C1Cc2ccccc2CN1S(=O)(=O)c1ccc(F)cc1 (stereo not drawn)	0.47	-4	2	-22	-6	1	-4	1.0	2
CCOC(=O)c1sc(Nc2nc3c(OC)cccc3s2)nc1C	26*	-365	-2	-24	0	-2	-165	0.3	7
O=C(c1ccc(-c2cccc(C(F)(F)F)c2)o1)N1CCOCC1	.	-24	20	-16[20 µM]	-2	1	-45	0.2	12
Clc1ccc(-c2nc3ccncc3[nH]2)cc1	-0.05	-11	6	-14	21	-4	-8	1.6	25
Cc1nc(NC(=O)c2ccccc2)sc1Cc1ccc2c(c1)OCO2	-0.082	-15	9	-21	7	-5	-88	-1.0	16
Cc1cc(C(=O)COC(=O)CC2Sc3ccccc3NC2=O)c(C)n1-c1ccc(Br)cc1 (stereo not drawn)	-0.063	-13	-10	-1	22	-7	-26	-0.3	9
COc1cccc(NC(=S)N(CCc2c(C)[nH]c3ccccc23)Cc2ccco2)c1	-0.5	-13	1	-13	7	0	12	-0.3	11
CC(C)N1C(=O)S/C(=C/c2ccc3c(c2)n(C)c(=O)n3C)C1=O	0.32	10	-1	-12	1	6	-10	-1.1	17
Cc1nc2c(o1)CCc1ccccc1C2N1CCN(C)CC1 (stereo not drawn)	-0.85	-1&-3	2	-13&-10	-1&-4	-1&-8	-4&-16	-0.4&0.4	0&3
O=C(OCC(=O)N1CCCc2ccccc21)c1cnc(Cl)c(Cl)c1	-0.77	-9	5	-3	15	-2	15	0.7	5
CCOc1ccc2oc(C(=O)OCC(=O)NC(=O)NC3CCCC3)c(C)c2c1	.	0	-3	-13	7	4	-19	0.3	15
O=C(CC1CCC1)NC(c1ccccc1)c1ccccc1	-2	-1	2	-29	-2	0	1	-0.2	5
CCN(CC)CCCN=Cc1c(-c2ccccc2)[nH]n(-c2nc3ccccc3s2)c1=O	0.43	7	.	-11	10	-5	16	0.0	15
CC1Cc2ccccc2N1CC(=O)NCc1ccc2c(c1)OCO2 (stereo not drawn)	0.12	-4	-2	-14	12	1	5	0.1	10
Cc1nc(NC(=S)Nc2ccccc2)sc1C	16*	-11	12	-16	-3	0	3	0.4	1
Cc1ccc(NC(=O)C2(S(=O)(=O)c3ccc(C)cc3)CC2)cc1	.	-3	4	-20[20 µM]	-1	0	1	-0.1	4
COc1ccc(N2CCN(Cc3nc4c(c(=O)[nH]c(=O)n4C)n3CCCc3ccccc3)CC2)cc1	1.3	-11	0	-24	0	1	-14	-1.4	18
CC(=O)C1=C(c2ccc(Br)cc2)C(=O)c2ccccc2C1=O	-0.8	-25	.	-12	9	-6	-53	0.3	8
O=C(CNC(=O)OCc1ccccc1)NCC(=O)N1CCCC1C(=O)OCc1ccccc1 (stereo not drawn)	-0.34	11	-2	-19[20 µM]	-10	-4	13	0.3	0
CCCNc1ccc(C(=O)OCC)cc1[N+](=O)[O-]	-0.29	2	-12	-22	-2	-16	4	1.8	4
CCN(CC)S(=O)(=O)c1ccc(NC(=O)COC(=O)c2cc(S(=O)(=O)Nc3ccc(OC)cc3)ccc2O)cc1	-0.0032	-1	-1	-21	-2	-7	-171	1.0	6
CCN(CC#CCC(O)(c1ccccc1)C1CCCC1)C(C)C (stereo not drawn)	0.061	-16	9	-26[20 µM]	5	4	13	-0.3	14
COC(=O)C(=C/C=C/c1ccco1)C(=O)OC	-0.43	2	7	1	1	-3	-1	0.6	6
Cc1ccc(NC(=O)c2ccc(Cn3cc(Br)cn3)o2)cc1	0.39	-2	-3	-12[20 µM]	9	1	10	-0.9	15
CCCn1c(SCC#N)nc2c(c1=O)C1(CCCC1)Cc1ccccc1-2	.	-9	1	-9	-10	-3	25	0.2	1
COc1ccc2[nH]c(=O)c(CN(C(=O)c3ccccn3)C3CCCCC3)cc2c1	1.2	-11	-10	-19	-3	-6	-42	-2.0	-3

This is a subset. The share of hits here may be higher or lower than overall.
